Bioassay records (PubChem)
GCN5L2 inh = inhibitors of human GCN5L2 histone acetyltransferase. Q92830. GCN5L2 HAT assay, ThioGlo1 CoA-SH fluorescence. Potency, µM (top dose mostly 58.9 µM), inactives show at the highest dose activity change, negative = inhibition, hits mostly inhibitors. 390,000 compounds, 0.21% hits. AID 504327
Target sequence (Q92830 whole entry, looked up): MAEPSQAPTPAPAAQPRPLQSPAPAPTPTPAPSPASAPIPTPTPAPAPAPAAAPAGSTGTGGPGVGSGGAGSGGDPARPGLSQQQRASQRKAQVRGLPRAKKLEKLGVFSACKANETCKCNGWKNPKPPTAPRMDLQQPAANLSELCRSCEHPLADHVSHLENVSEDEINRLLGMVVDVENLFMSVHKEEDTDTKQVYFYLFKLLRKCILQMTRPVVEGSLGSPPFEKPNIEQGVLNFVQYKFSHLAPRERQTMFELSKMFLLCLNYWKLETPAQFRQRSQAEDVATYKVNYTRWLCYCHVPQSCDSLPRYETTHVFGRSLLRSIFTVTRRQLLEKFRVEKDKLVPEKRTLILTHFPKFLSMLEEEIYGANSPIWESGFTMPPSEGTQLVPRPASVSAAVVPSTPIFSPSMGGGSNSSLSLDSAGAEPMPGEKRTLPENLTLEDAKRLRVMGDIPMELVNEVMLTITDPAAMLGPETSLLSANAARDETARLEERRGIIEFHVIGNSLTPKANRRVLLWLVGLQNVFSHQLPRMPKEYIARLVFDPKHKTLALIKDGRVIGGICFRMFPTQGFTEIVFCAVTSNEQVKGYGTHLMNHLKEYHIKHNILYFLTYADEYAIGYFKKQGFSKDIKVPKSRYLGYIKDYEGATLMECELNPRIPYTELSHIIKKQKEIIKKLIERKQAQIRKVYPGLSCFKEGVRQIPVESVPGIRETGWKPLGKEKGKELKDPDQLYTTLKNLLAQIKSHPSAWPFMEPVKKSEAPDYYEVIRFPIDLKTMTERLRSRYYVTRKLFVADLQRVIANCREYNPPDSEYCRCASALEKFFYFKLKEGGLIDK
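ThioGlo1-coupled HAT assay: 20nM GCN5L2, 70uM acetyl-CoA, 75uM H3(1-25) peptide, pH 7.5. Fluorescence read at 340/540nm at start and after 20 min at room temperature.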
FEN1 inh = blocks human flap endonuclease 1; P39748; Recombinant FEN1 flap cleavage, fluorescence, 15 min; Potency, µM (doses to about 114 µM), without a hit: at the highest dose activity change, negative = inhibition, hits mostly inhibitors; 390,000 compounds, 0.35% hits; note: nearly all actives have a fitted effect of over 65% in size
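Compounds are tested as a concentration series against 10 nM FEN1; after a 15 min room-temperature preincubation, 50 nM substrate starts cleavage, with plate reads at 0 and 15 min. Normalized responses are fitted by a Hill equation.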
N370S GC = inhibits or activates N370S mutant glucocerebrosidase; P04062; N370S GC spleen homogenate, 4MU-glucoside fluorescence; Potency, µM (top dose mostly 59.4 µM), for inactives: at the top dose activity change, negative = inhibition, usual class: inhibitors; 330,000 compounds, 0.092% hits;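 note: 0% = full enzyme activity and -100% = no enzyme basal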
Active calls of the source: *; ? = inconclusive; · = not tested or not shown; & = joins results of further samples; [ ] = dose if it differs, or a comment. Calls come from the whole dose curve; as a rule, active = well fitted curve in the direction sought with a large enough effect; inconclusive = small, poorly fitted or top-dose-only effect, or another doubt; inactive = no such curve, though single readings can be large; an effect the other way counts as inactive or inconclusive. Unless noted, % is set by controls: 0 for no effect and ±100 for the full control effect; potency is the fitted concentration of half-maximal effect.

#	SMILES	GCN5L2 inh	FEN1 inh	N370S GC
1	O=S(=O)(c1cc(F)ccc1F)N1CCC2(CC1)OCCO2	-8%	2%	-10%
2	COc1ccc(-c2n[nH]c(=S)n2Cc2ccco2)cc1	-7%	-3%	3%
3	COc1ccc2nc(NC(=O)CCc3cc(OC)c(OC)c(OC)c3)sc2c1	-7%	-8%	0%
4	O=C(Cn1c(=O)c(=O)n(Cc2ccccc2)c2ccc(Cl)cc21)Nc1cc(F)ccc1F	-10%	·	3%
5	COc1ccccc1C1c2ccc3ccccc3c2Oc2ncn(CCN(C)C)c(=N)c21 (stereo not drawn)	-3%	-13%	?
6	O=[N+]([O-])c1ccc2c(c1Nc1ccccc1)=NC1(CCCCC1)N=2	-5%	-3%	8%
7	O=c1c2ccccc2nc(/C=C/c2cccc(Br)c2)n1CCCO	2%	-6%	29%
8	CCC(C)(C)NC(=O)C(c1cccc(OC)c1OC)N(C(=O)CCC(=O)Nc1cc(C)on1)C(C)C (stereo not drawn)	-1%	1%	0%

Remaining list, next part:
#	SMILES	GCN5L2 inh	FEN1 inh	N370S GC
9	CC(C)c1ccc(C(N)=S)cc1	0%	17%	2%
10	CCN(C(=O)c1cc2ccccc2o1)C12CC3CC(CC(C3)C1)C2	2%	·	-4%
11	Nc1cc(=O)[nH]c(SCC(=O)Nc2ccc3c(c2)CCC3)n1	-4%	4%	4%
12	O=C(c1ccccc1)c1cnc(-c2ccc(Cl)cc2)s1	-2%	-3%	-9%
13	O=C1C=C(c2ccc3ccccc3c2)C[C@@H](c2ccc(F)cc2)C1	-24%	-11%	·
14	CCCN1CCN(C(=S)Nc2ccc3nc(N4CCN(CC)CC4)cc(C)c3c2)CC1	-5%	0%	-3%
15	O=C(NC1CCS(=O)(=O)C1)c1ccc2c(c1)OCO2 (stereo not drawn)	-9%	-6%	-2%
16	O=C(/C=C/c1ccccc1)Nn1c(-c2cccs2)nc2ccccc2c1=O	-6%	-3%	?

(continued)
#	SMILES	GCN5L2 inh	FEN1 inh	N370S GC
17	CCOC(=O)c1ccccc1NC(=O)CCNC(=O)Cn1cnc2ccccc2c1=O	1%	10%	-1%
18	CN(C)c1ccc(CNS(=O)(=O)c2csc(C(N)=O)c2)cc1	-4%&-8%	-5%&-3%	-7%
19	N#Cc1ccc(NC(=O)COC(=O)CCNS(=O)(=O)c2ccccc2)cc1	0%	12%	2%
20	COc1c(C)cc(C(=O)C2CCCN(Cc3c(C)n(C)n(-c4ccccc4)c3=O)C2)cc1C (stereo not drawn)	1%	10%	-28%
21	CCc1cc2c(cc3c(=O)n(CC(=O)N4CCN(c5cccc(C)c5C)CC4)nc(CC)n32)s1	-1%	-15%	·
22	COc1ccc(CN(Cc2ccc(C(=O)O)cc2)C(=S)Nc2ccccc2F)cc1OC	1%	5%	11%
23	CC(=O)SC1CC(=O)N(c2c(C)cccc2C)C1=O (stereo not drawn)	-1%	1%	0%
24	Cc1ccc(S(=O)(=O)n2nnc3ccccc32)c(C)c1C	6%	1%	4%

The list goes on.
#	SMILES	GCN5L2 inh	FEN1 inh	N370S GC
25	O=C(COC(=O)/C=C/c1ccc(OC(F)F)cc1)NC1CCCCCC1	-9%	9%	·
26	O=c1c(CCc2ccccc2)nc2cnc(N3CCNCC3)nc2n1CCc1ccccc1	?	·	3%
27	CCCCNC(=O)c1ccc(NS(=O)(=O)c2ccc3[nH]c(=O)[nH]c3c2)cc1	?	-2%	0%
28	COc1cc(/C=N/NC(=O)C(=O)N2CCCCCC2)ccc1O	-5%	6%	-24%
29	COc1ccc(N2CCN(c3ncnc4scc(-c5ccc(F)cc5)c34)CC2)cc1	-17%	-8%	-5%
30	COc1ccc(CCN2C(=O)NC(NS(=O)(=O)c3ccc(N)cc3)(C(F)(F)F)C2=O)cc1OC (stereo not drawn)	-2%	7%	-3%
31	CC(=O)c1ccc(OCC(O)CN2C(C)(C)CC(O)CC2(C)C)cc1 (stereo not drawn)	-1%	0%	-1%
32	COc1ccc(-c2cc(=O)oc3c(C)c(OCC(=O)Nc4cccnc4)ccc23)cc1	-3%	?	-9%

A different layout for part of the listing above.
25. O=C(COC(=O)/C=C/c1ccc(OC(F)F)cc1)NC1CCCCCC1
26. O=c1c(CCc2ccccc2)nc2cnc(N3CCNCC3)nc2n1CCc1ccccc1
27. CCCCNC(=O)c1ccc(NS(=O)(=O)c2ccc3[nH]c(=O)[nH]c3c2)cc1
compound no.	25	26	27
GCN5L2 inh	-9%	?	?
FEN1 inh	9%	·	-2%
N370S GC	·	3%	0%

Continuation.
#	SMILES	GCN5L2 inh	FEN1 inh	N370S GC
33	Cc1cc(C)n(-c2cccc(Cl)c2)c(=O)c1C#N	-6%	-3%	-1%
34	Cc1cc(C)nc(N/N=C/C2=C(N3CCOCC3)C(=C/c3ccccc3)/CC2)n1	-1%	?	0%
35	O=C(CS(=O)(=O)c1ccccc1)N1CCN(c2ccccc2)CC1	-8%	1%	2%
36	O=C(O)CC(NS(=O)(=O)c1cccc2nsnc12)c1ccc(F)cc1 (stereo not drawn)	-1%	7%	-12%
37	Cc1noc(C)c1COc1ccc(C(=O)N(C)CCOc2ccccc2)cc1	-3%	-9%	·
38	CC1CCN(S(=O)(=O)c2ccc(S(=O)(=O)N3CCCC3)cc2)CC1	-3%	-8%	1%
39	COc1cccc(OCCNc2cc(N3CCOCC3)ccc2[N+](=O)[O-])c1	-9%	-4%	4%
40	COc1ccc(N2C(=O)CCSC23C(=O)N(Cc2ccc(F)cc2)c2ccccc23)cc1 (stereo not drawn)	29%	-15%	·

Other records
#	SMILES	GCN5L2 inh	FEN1 inh	N370S GC
41	Cc1ccc(C)c(NC(=O)C2CC3c4ccccc4C2c2ccccc23)c1 (stereo not drawn)	-4%	2%	-11%
42	O=C(c1ccc2c(c1)N(Cc1ccc(F)cc1)C(=O)c1ccccc1S2(=O)=O)N1CCCCC1	-14%	-19%	·
43	Cc1ccc(NC(=O)Cn2c(/C=C/c3ccccc3)nc3ccccc32)cc1C	-10%	8%	0%
44	CC(C)CCNC(=O)C(C)N(C(=O)c1snc(C(N)=O)c1N)c1cnc2ccccc2c1 (stereo not drawn)	-5%	-12%	-9%
45	CCOC(=O)C1CCN(C(=O)CNC(=O)c2nn(-c3ccc(OC)c(Cl)c3)c(=O)c3ccccc23)CC1	-15%	14%	6%
46	O=C(c1ccc(Br)o1)N1CCN(c2ncccn2)CC1	-2%	-2%	·
47	Cc1c(C(=O)Nc2ccc(N3CCOCC3)cc2)oc2ccccc12	-12%	-10%	-4%
48	CCC(=O)Nc1ccc(S(=O)(=O)N2CCN(c3ccc(F)cc3)CC2)cc1	41%[activator]	-1%	-1%

Other records
#	SMILES	GCN5L2 inh	FEN1 inh	N370S GC
49	COc1ccc(C(=O)O/N=C(\N)c2ccc(Cl)cc2)cc1	-2%	-19%	-1%
50	O=C(O)CCSc1nc2ccccc2n1-c1ccccc1	-14%	1%	-10%
51	Cc1ccccc1NS(=O)(=O)c1nnc(NC(=O)CC(C)C)s1	-8%	-1%	-30%
52	CCOc1ccccc1NC(=O)N1CCc2cc(S(=O)(=O)N3CCC(C)CC3)ccc21	1%	-8%	·
53	COc1ccc(/C=N/NC(=O)c2ccccc2Cl)cc1CSc1nc2ccccc2s1	-13%	-10%	21%
54	Cc1cc(C)cc(NC(=O)C(OC(=O)c2sccc2C)c2ccccc2)c1 (stereo not drawn)	35%[activator]	-8%	26%
55	Cc1cc(-c2ccccc2)n(-c2ccccc2)n1	0%	0%	-5%
56	Cc1c(C)c2c(OCC(=O)NCC(C)C)cc3c(c2oc1=O)CCC(C)(C)O3	4%	15%	9%

The results go on:
#	SMILES	GCN5L2 inh	FEN1 inh	N370S GC
57	CCN(C(=O)COC(=O)CN1C(=O)c2ccccc2C1=O)c1ccccc1	-6%	-7%	·
58	CCOC(=O)c1sc(NC(=O)c2ccc(S(=O)(=O)N3CCOCC3)cc2)nc1-c1ccccc1	-11%	1%	-7%
59	CC1=C(C(=O)Nc2ccccc2)C(CC(C)C)n2nc(SCc3ccccc3C)nc2N1 (stereo not drawn)	-8%	-5%	·
60	CCOC(=O)c1c(NC(=O)Cn2c(C)nc3ccccc32)sc2c1CCC2	-7%	-7%	9%
61	CC(C)NC(=O)N1CCCC2(CCN(C(=O)c3csnn3)CC2)C1	0%	·	-14%
62	O=C(C[n+]1cccc(CNC(=O)c2ccc(OC(F)F)cc2)c1)Nc1ccccc1Cl	-7%	11%	-8%
63	Fc1ccc(CNC(=S)Nc2ccccc2F)cc1	-1%	14%	4%
64	COc1cccc(-c2nnc(NC(=O)c3ccc(S(=O)(=O)N(CC(C)C)CC(C)C)cc3)o2)c1	2%	-1%	4%

The listing continues:
#	SMILES	GCN5L2 inh	FEN1 inh	N370S GC
65	COc1ccc(S(=O)(=O)N(CC(=O)Nc2ccc(S(=O)(=O)N3CCOCC3)cc2)Cc2ccc(F)cc2)cc1	-11%	-13%	-15%
66	CC(C)(C)OC(=O)N1CCC(c2c(C(=O)NCCc3ccsc3)cnn2-c2ccccc2Cl)CC1	-2%	-17%	·
67	O=C(N/N=C\c1ccc[nH]1)c1cncc(Br)c1	-5%	21%	-2%
68	O=C(Cc1ccc(Cl)cc1Cl)Nc1ccncc1	1%	5%	8%
69	COc1ccc(OC)c(S(=O)(=O)n2nc(-c3ccccc3)cc2N)c1	-19%	4%	14%
70	COc1ccc(N2C(=O)C(F)(F)C2c2cccc(F)c2)cc1 (stereo not drawn)	-2%	-3%	2%
71	O=C(O)CCC(=O)N1CCc2cc(S(=O)(=O)NC3CCCC3)ccc21	1%	0%	-10%
72	O=c1cc(-c2cc(O)c(O)c(O)c2)oc2cc(O)cc(O)c12	-15%	·	-23%

Five of the compounds above, with two lines to a compound:
The line under a structure holds: GCN5L2 inh | FEN1 inh | N370S GC
[65] COc1ccc(S(=O)(=O)N(CC(=O)Nc2ccc(S(=O)(=O)N3CCOCC3)cc2)Cc2ccc(F)cc2)cc1
    -11% | -13% | -15%
[67] O=C(N/N=C\c1ccc[nH]1)c1cncc(Br)c1
    -5% | 21% | -2%
[70] COc1ccc(N2C(=O)C(F)(F)C2c2cccc(F)c2)cc1 (stereo not drawn)
    -2% | -3% | 2%
[71] O=C(O)CCC(=O)N1CCc2cc(S(=O)(=O)NC3CCCC3)ccc21
    1% | 0% | -10%
[72] O=c1cc(-c2cc(O)c(O)c(O)c2)oc2cc(O)cc(O)c12
    -15% | · | -23%

Returning to the listing; the three compounds before the break are reprinted first.
#	SMILES	GCN5L2 inh	FEN1 inh	N370S GC
70	COc1ccc(N2C(=O)C(F)(F)C2c2cccc(F)c2)cc1 (stereo not drawn)	-2%	-3%	2%
71	O=C(O)CCC(=O)N1CCc2cc(S(=O)(=O)NC3CCCC3)ccc21	1%	0%	-10%
72	O=c1cc(-c2cc(O)c(O)c(O)c2)oc2cc(O)cc(O)c12	-15%	·	-23%
73	Cc1ccc(-c2ccc(=O)n(CCC(=O)N3CCN(Cc4ccccc4)CC3)n2)cc1	-5%	6%	-9%
74	CCC1(CC)Cc2ccccc2-c2nc(-c3ccccc3)oc(=O)c21	-1%	-1%	0%
75	CN1C[C@@H]2C(c3ccccc3)C3(c4ccc(C#N)cc4)CC2(C3)[C@H]1c1ccccc1 (stereo partly drawn)	-14%	-24%	-15%&-7%
76	COc1cc(CNCCO)cc(Cl)c1OCc1ccccc1Cl	-2%	3%	-11%
77	COc1ccc(Cl)cc1NC(=O)C(=O)NCc1ccncc1	-1%	3%	1%
78	C[C@H]1O[C@@H](O[C@H]2[C@@H](O)C[C@H](O[C@H]3[C@@H](O)C[C@H](O[C@H]4CC[C@@]5(C)[C@H](CC[C@@H]6[C@@H]5C[C@@H](O)[C@]5(C)[C@@H](C7=CC(=O)OC7)CC[C@]65O)C4)O[C@@H]3C)O[C@@H]2C)C[C@H](O)[C@@H]1O	-4%&2%&-29%&-3%	6%	-9%&-14%&7%&5%
79	CC(=O)Nc1ccc(N(CC(=O)NC2CCCCC2)C(=O)Cn2nnc(-c3ccccc3)n2)cc1	-4%	11%	-12%
80	COc1ccc(Br)c(C(=O)Nc2cc3c(cc2N2CCOCC2)n(C)c(=O)n3C)c1	0%	12%	·

Additional entries follow.
#	SMILES	GCN5L2 inh	FEN1 inh	N370S GC
81	C/C(=C\c1ccc(Cl)cc1)C(=O)c1c(C)cc(C)[nH]c1=O	0%	-3%	-12%
82	Cc1ccc(Cl)cc1N1CCN(C(=O)c2cnc(N3CCOCC3)c3ccccc23)CC1	-6%	-5%	·
83	CCCCNc1c(N)n(CCC)c(=O)[nH]c1=O	-6%	-11%	-2%
84	COc1cccc(C2=NOC(C(=O)NCc3cccs3)C2)c1 (stereo not drawn)	0%	0%	7%
85	COc1ccc(-c2nc3cnc(Nc4cccc(OC)c4)nc3n(C3CC3)c2=O)cc1	8%	·	12%
86	O=C(O)CCN1CCc2ccccc21	-6%	-10%	-5%
87	Cc1cccc(N2CCN(C(=O)Cn3c(=O)c4cccn4c4ccc(F)cc43)CC2C)c1 (stereo not drawn)	-25%	6%	·
88	Cc1ccccc1S(=O)(=O)Oc1ccc2ccc(O)cc2c1	2%	-15%	0%
89	COc1cc(-c2nc3c4ccccc4nc(=S)n3[nH]2)cc(OC)c1OC	-5%	15%	5%
